Compound activity as filed in PubChem.
ARNT TACC3 PPI – disruptors of human ARNT/TACC3 interaction; AlphaScreen His-ARNT PAS-B/GST-TACC3 binding, luminescence; TACC3 fragment carries E629A point mutation; 0.66% of 390,000 active; Q9Y6A5; inhibition, % at 9.99 µM; AID 623870;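 active = mean inhibition of replicates at least 50% and at least half of replicates each reaching 50%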;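 note: 0% = complete ARNT plus TACC3 wells and 100% = ARNT alone without TACC3; many hits fall short of the cut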
SIRT5 block – blocks human SIRT5 desuccinylation of peptide. inhibition, % at 15 µM. AID 652115. Purified SirT5, succinyl-peptide AMC, trypsin-coupled fluorescence. Q9NXA8. 1.1% of 330,000 active; in the data active = inhibition above about 15%
Target sequence (Q9NXA8 whole entry, looked up): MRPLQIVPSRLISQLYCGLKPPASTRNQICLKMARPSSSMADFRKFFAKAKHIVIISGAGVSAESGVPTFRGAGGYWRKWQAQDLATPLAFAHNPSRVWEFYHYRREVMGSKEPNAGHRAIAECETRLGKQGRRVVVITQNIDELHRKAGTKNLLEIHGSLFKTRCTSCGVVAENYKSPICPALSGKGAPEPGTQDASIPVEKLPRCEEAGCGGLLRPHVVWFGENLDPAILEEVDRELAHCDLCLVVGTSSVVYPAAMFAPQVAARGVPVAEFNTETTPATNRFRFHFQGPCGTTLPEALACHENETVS
Cneo AK release – causes C. neoformans cell lysis. adenylate kinase release luminescence, 4 h; normalised: neutral wells 0, clomiphene wells 100. lysis activity, % at 15 µM. 0.2% of 360,000 active. AID 651654;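 active = mean lysis activity across replicates of at least 80%, whatever share of replicates individually reach that level; inactive = mean lysis activity below 80%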
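Signal: Adenylate kinase release luminescence | Assay system: Log-phase Cryptococcus neoformans yeast cells | Input: Cells at 5 × 10^6 per mL | Buffer or medium: Fresh YPD growth medium | Compound: Single dose | Schedule: Static 4 h at 37 °C with compound, 1 h detection | Controls: Clomiphene | Read-out: Luminescence rise reflecting yeast cell lysis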
C2C12 statin – protects C2C12 myotubes from simvastatin toxicity | rescue of ATP level, % at 7.49 µM | ATP luminescence, 48 h; scaled: DMSO 0, geranylgeraniol control 100 | AID 602340 | 0.78% of 330,000 active;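 active = mean ATP rescue above about 67%, or every replicate alone reaching that limit, limit read from the data, passing the limit was not always enough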;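 note: myotubes were challenged with 10 µM simvastatin during compound exposure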
miR-122 sensor – blocks miR-122 activity in Huh7 sensor cells. Huh7 miR-122 Renilla luciferase sensor, 48 h; neutral wells = 0, positive control = 100. activation (reporter increase), % at 12.5 µM. 0.3% of 340,000 active. AID 602342;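 active = mean replicate activation score at least 90 and every replicate individually at or above 90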;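 note: higher luciferase means less miR-122 activity so hits act as miR-122 inhibitors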
esBAF inh – SWI/SNF esBAF complex inhibition | mouse ES cells, Bmi1-luciferase knock-in reporter, 24 h; 100% = twice the neutral-well signal | reporter increase, % at 12.5 µM | 2% of 350,000 active; in the data active = activation above about 40%;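 note: 0% = median of the plate's neutral control wells and 100% = double that signal; a rise in the Bmi1 reporter signal indicates esBAF inhibition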
ERp5 block – blocks human ERp5 reductase activity on insulin | Q15084 | ERp5 insulin aggregation, absorbance 650 nm, 90 min | inhibition, % at 9.99 µM | 0.05% of 350,000 active | AID 651711;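 active = mean replicate inhibition above about 25%, with every replicate also reaching it, limit read from the data, passing the limit was not always enough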
Target sequence (Q15084 whole entry, looked up): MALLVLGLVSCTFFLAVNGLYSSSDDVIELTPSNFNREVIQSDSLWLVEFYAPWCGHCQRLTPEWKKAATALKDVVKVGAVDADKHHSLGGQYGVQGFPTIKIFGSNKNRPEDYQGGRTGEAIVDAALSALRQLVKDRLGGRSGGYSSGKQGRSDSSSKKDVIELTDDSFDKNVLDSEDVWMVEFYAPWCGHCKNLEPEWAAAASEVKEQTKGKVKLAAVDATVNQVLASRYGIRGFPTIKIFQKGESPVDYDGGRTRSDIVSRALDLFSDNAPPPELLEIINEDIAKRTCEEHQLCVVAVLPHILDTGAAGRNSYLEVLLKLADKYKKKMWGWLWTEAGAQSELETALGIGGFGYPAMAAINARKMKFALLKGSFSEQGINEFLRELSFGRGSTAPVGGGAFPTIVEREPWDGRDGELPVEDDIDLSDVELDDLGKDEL
Numbers without * were called inactive; [ ] = dose if it differs, or a comment.

What do the screens show for `CCOc1ccccc1N=NC1C(=O)N(C(N)=S)N=C1C` (stereo not drawn)?
ARNT TACC3 PPI: 1; SIRT5 block: 0; Cneo AK release: -1; C2C12 statin: -15; miR-122 sensor: 7; esBAF inh: -2; ERp5 block: 1

How did Cc1ccc(NC(=O)N2CCC(C(=O)c3ccc(F)cc3)CC2)cc1 do in these assays?
ARNT TACC3 PPI: 4; SIRT5 block: -4; Cneo AK release: 3; C2C12 statin: -17; miR-122 sensor: 2; esBAF inh: 0; ERp5 block: -1

What do the screens show for `CCc1ccc(N(CC(=O)NC2CCCC2)S(=O)(=O)c2c(C)noc2C)cc1`?
ARNT TACC3 PPI: 0; Cneo AK release: -1; C2C12 statin: -2; esBAF inh: 1; ERp5 block: 0

Results for CC(=O)c1cccc(NC(=O)C2CCN(C(=O)c3ccccc3Cl)CC2)c1 ?
ARNT TACC3 PPI: -9; SIRT5 block: 2; Cneo AK release: -7; C2C12 statin: 2; miR-122 sensor: 46; esBAF inh: 1; ERp5 block: 4

How did COc1cc(/C=C/C(=O)OCC(=O)NC(=O)NC(C)C)ccc1O do in these assays?
ARNT TACC3 PPI: -6; SIRT5 block: -2; Cneo AK release: 1; C2C12 statin: 6; miR-122 sensor: -2; esBAF inh: -7; ERp5 block: -2

What do the screens show for `O=C(O)c1ccc(Nc2nc(-c3ccccc3)c3ccccc3n2)cc1`?
ARNT TACC3 PPI: -9; SIRT5 block: 2; ERp5 block: -42

What do the screens show for `COc1ccc(-c2cc3c(=O)n(CC(=O)NCc4ccc(Cl)cc4)ncn3n2)cc1`?
ARNT TACC3 PPI: 0; SIRT5 block: 0; Cneo AK release: 3; C2C12 statin: -3; miR-122 sensor: 0; esBAF inh: 14; ERp5 block: 1

How did O=C(CN1C(=O)NC2(CCCC2)C1=O)OCc1ccc(Cl)cc1Cl do in these assays?
ARNT TACC3 PPI: -3; SIRT5 block: 1; Cneo AK release: -2; C2C12 statin: -2; esBAF inh: 4; ERp5 block: 1

What do the screens show for `O=C(CSc1nc(Nc2ccccc2)nc(N2CCOCC2)n1)Nc1ccc([N+](=O)[O-])cc1`?
ARNT TACC3 PPI: 0; SIRT5 block: -1; Cneo AK release: -1; C2C12 statin: -4; miR-122 sensor: 2; esBAF inh: 6; ERp5 block: -11

What do the screens show for `Cc1ccc(CNC(=O)CCNS(=O)(=O)c2cccc3nonc23)cc1`?
ARNT TACC3 PPI: -1; SIRT5 block: 1; Cneo AK release: 1; C2C12 statin: 38; miR-122 sensor: 0; esBAF inh: -1; ERp5 block: 3

What do the screens show for `O=C1Nc2ccccc2C12OCCCO2`?
ARNT TACC3 PPI: -3; Cneo AK release: -1; C2C12 statin: 12; miR-122 sensor: 0; esBAF inh: -6

How did CCOc1nnc(C)c2c(C)n(-c3cccc(OC)c3)nc12 do in these assays?
ARNT TACC3 PPI: 6; Cneo AK release: -1; C2C12 statin: 9; esBAF inh: 3

What do the screens show for `C[C@H](O)[C@H](O)[C@H]1CNc2nc(N)[nH]c(=O)c2N1`?
ARNT TACC3 PPI: 3; SIRT5 block: -13; Cneo AK release: 0; C2C12 statin: 5; miR-122 sensor: 0; esBAF inh: -3; ERp5 block: 5

What do the screens show for `O=C([C@@H]1[C@@H](CO)[C@@H]2Cn3c(ccc(-c4ccncc4)c3=O)[C@@H]2N1CCC(F)(F)F)N1CCCCC1`?
ARNT TACC3 PPI: -3; SIRT5 block: -1; Cneo AK release: -2; C2C12 statin: -10; miR-122 sensor: -2[16.7 µM]; esBAF inh: -6; ERp5 block: -4

How did CN(C)NC(=S)NC1CCS(=O)(=O)C1 (stereo not drawn) do in these assays?
ARNT TACC3 PPI: 0; SIRT5 block: -2; Cneo AK release: -2; C2C12 statin: 10; miR-122 sensor: 6; esBAF inh: -5; ERp5 block: -2

What do the screens show for `CCSc1nnc(CNC(=O)c2ccccc2F)n1-c1ccccc1OC`?
ARNT TACC3 PPI: 4; SIRT5 block: 2; Cneo AK release: -6; C2C12 statin: -2; miR-122 sensor: -5; esBAF inh: -6; ERp5 block: 6

Results for c1ccc(-c2ccc(OCCOCCn3cncn3)cc2)cc1 ?
ARNT TACC3 PPI: -1; Cneo AK release: 2; C2C12 statin: -21; miR-122 sensor: 2; esBAF inh: 62*

Results for O=C(C[C@H]1C=C[C@@H](NC(=O)NC2CCCC2)[C@H](CO)O1)NCc1ccc(F)cc1 ?
ARNT TACC3 PPI: -11; SIRT5 block: -2; Cneo AK release: -1; C2C12 statin: 0; esBAF inh: -2; ERp5 block: 0

Results for Cc1cc(OCCN2CCOCC2)ccc1C(C)C ?
ARNT TACC3 PPI: -4; SIRT5 block: -4; Cneo AK release: 0; C2C12 statin: -1; miR-122 sensor: 3; esBAF inh: 18; ERp5 block: 0

How did Cc1c(C)c2c(OCC(=O)N[C@@H](C)C(=O)O)cc3c(c2oc1=O)CCC(C)(C)O3 do in these assays?
ARNT TACC3 PPI: 13; SIRT5 block: -69; Cneo AK release: 0; C2C12 statin: 0; miR-122 sensor: -2; esBAF inh: -5; ERp5 block: -1

Results for Cc1ccc(OCCNC(=O)c2cccc(S(=O)(=O)N3CCN(Cc4ccccc4)CC3)c2)cc1 ?
ARNT TACC3 PPI: 1; SIRT5 block: -6; Cneo AK release: 3; C2C12 statin: 11; miR-122 sensor: 1; esBAF inh: -17; ERp5 block: 3

What do the screens show for `C[C@H](CO)N1C[C@H](C)[C@H](CN(C)C(=O)C2CCCCC2)Oc2cc(-c3ccncc3)ccc2S1(=O)=O`?
C2C12 statin: -43; miR-122 sensor: 8[16.7 µM]; esBAF inh: 0

How did COc1ccc(NC(=S)N2CCN(C(c3ccccc3)c3ccccc3)CC2)cc1OC do in these assays?
ARNT TACC3 PPI: 8; SIRT5 block: 1; Cneo AK release: 1; miR-122 sensor: 3; ERp5 block: 6

How did CCc1c(C)nc2ncnn2c1NCCc1ccccc1 do in these assays?
ARNT TACC3 PPI: -8; miR-122 sensor: -20; esBAF inh: -36

Pulled by structure from the entries so far, 5 records:
Results for Cc1cc(OCCN2CCOCC2)ccc1C(C)C ?
ARNT TACC3 PPI: -4; SIRT5 block: -4; Cneo AK release: 0; C2C12 statin: -1; miR-122 sensor: 3; esBAF inh: 18; ERp5 block: 0

Results for O=C(C[C@H]1C=C[C@@H](NC(=O)NC2CCCC2)[C@H](CO)O1)NCc1ccc(F)cc1 ?
ARNT TACC3 PPI: -11; SIRT5 block: -2; Cneo AK release: -1; C2C12 statin: 0; esBAF inh: -2; ERp5 block: 0

How did Cc1c(C)c2c(OCC(=O)N[C@@H](C)C(=O)O)cc3c(c2oc1=O)CCC(C)(C)O3 do in these assays?
ARNT TACC3 PPI: 13; SIRT5 block: -69; Cneo AK release: 0; C2C12 statin: 0; miR-122 sensor: -2; esBAF inh: -5; ERp5 block: -1

What do the screens show for `C[C@H](CO)N1C[C@H](C)[C@H](CN(C)C(=O)C2CCCCC2)Oc2cc(-c3ccncc3)ccc2S1(=O)=O`?
C2C12 statin: -43; miR-122 sensor: 8[16.7 µM]; esBAF inh: 0

How did CN(C)NC(=S)NC1CCS(=O)(=O)C1 (stereo not drawn) do in these assays?
ARNT TACC3 PPI: 0; SIRT5 block: -2; Cneo AK release: -2; C2C12 statin: 10; miR-122 sensor: 6; esBAF inh: -5; ERp5 block: -2

Following part:
How did O=C(O)CSCC(=O)NCc1c(Cl)cccc1Oc1ccccc1 do in these assays?
ARNT TACC3 PPI: -18; SIRT5 block: -2; Cneo AK release: 0; C2C12 statin: -9; miR-122 sensor: -2; esBAF inh: -3; ERp5 block: -5

How did Cc1ccc2nc(C(Cl)(Cl)Cl)nc(N/N=C/c3ccc([N+](=O)[O-])cc3)c2c1 do in these assays?
ARNT TACC3 PPI: 1; SIRT5 block: -2; Cneo AK release: 3; C2C12 statin: -6; miR-122 sensor: 24; esBAF inh: -5; ERp5 block: -18

How did CCc1nnc(SCC(=O)NC2CCCC2)nc1CC do in these assays?
Cneo AK release: 0; C2C12 statin: -3; miR-122 sensor: -8; esBAF inh: -8

How did O=C(C[C@H]1CC[C@H]2[C@@H](COC[C@@H](O)CN2C(=O)c2cccnc2)O1)NCc1ccc(-c2ccccc2)cc1 do in these assays?
ARNT TACC3 PPI: -3; SIRT5 block: 2; Cneo AK release: 0; C2C12 statin: 10; miR-122 sensor: -1[16.7 µM]; esBAF inh: -1; ERp5 block: -4

Results for COc1ccccc1C(=O)Nc1ccc2c(c1)C(=O)N(C)C[C@H](OC)[C@H](C)CN(C)[C@@H](C)CO2 ?
ARNT TACC3 PPI: -6; SIRT5 block: 1; Cneo AK release: -5; C2C12 statin: 4; esBAF inh: -2; ERp5 block: 7

How did COc1cccc(C(=O)N2CCN(Cc3ccc(OC)cc3OC)CC2)c1 do in these assays?
ARNT TACC3 PPI: -3; SIRT5 block: -16; Cneo AK release: 2; C2C12 statin: 11; miR-122 sensor: -1; esBAF inh: 0; ERp5 block: -1

Results for COC(=O)c1ccc(C(=O)OC)c(NC(=S)N2CCC(N3CCCCC3)CC2)c1 ?
ARNT TACC3 PPI: 1; SIRT5 block: -2; C2C12 statin: 3; miR-122 sensor: -3; esBAF inh: -3; ERp5 block: 3

How did CC1CCCCC1NC(=O)CSc1nc2ccccc2c(=O)n1Cc1ccco1 (stereo not drawn) do in these assays?
ARNT TACC3 PPI: -1; SIRT5 block: 2; ERp5 block: 6

What do the screens show for `COC(=O)CN1C(C)=Nc2ccc(Br)cc2C1c1ccccc1` (stereo not drawn)?
SIRT5 block: 13; Cneo AK release: 3; miR-122 sensor: 7; ERp5 block: 4

How did COc1ccc(NC(=O)C2(C)CCN2Cc2cccc(OC)c2F)cc1OC (stereo not drawn) do in these assays?
SIRT5 block: -2; Cneo AK release: -4; C2C12 statin: -3; miR-122 sensor: -7; esBAF inh: 1; ERp5 block: 3

Results for CCOC(=O)c1nn(-c2ccc(OCC)cc2)c2nc(CC(C)C)c(C#N)c(=O)n12 ?
Cneo AK release: -3; C2C12 statin: 7; miR-122 sensor: -6; esBAF inh: -5

What do the screens show for `COc1ccc(C(=O)CCN2CCCC(C)C2)cc1` (stereo not drawn)?
ARNT TACC3 PPI: -4; SIRT5 block: -2; Cneo AK release: -4; C2C12 statin: -5; miR-122 sensor: -3; esBAF inh: -7; ERp5 block: 2

How did C=CCn1c(SCc2c(C)noc2C)nc2cc(C(=O)O)ccc2c1=O do in these assays?
ARNT TACC3 PPI: -7; Cneo AK release: 2; miR-122 sensor: -6; esBAF inh: -4

What do the screens show for `COC(=O)c1ccc(S(=O)(=O)N2CCc3ccccc3C2)cc1`?
ARNT TACC3 PPI: -4; SIRT5 block: 0; Cneo AK release: -2; C2C12 statin: 22; miR-122 sensor: -3; esBAF inh: -15; ERp5 block: 4

What do the screens show for `CC1CCCC(NC(=O)C2c3ccccc3C(=O)N2Cc2cccs2)C1C` (stereo not drawn)?
ARNT TACC3 PPI: -5; SIRT5 block: -2; Cneo AK release: 1; miR-122 sensor: 74; ERp5 block: 0

Results for CCOc1ccc2nc3c(cc2c1)CN(CCCO)C(=NCCOC)S3 ?
SIRT5 block: 2; Cneo AK release: -1; miR-122 sensor: -7; esBAF inh: 33; ERp5 block: -9

How did CCC(=O)N1C[C@@H](C)[C@H](OC)CN(C)C(=O)c2ccc(NC(=O)c3cc(C)on3)cc2OC[C@@H]1C do in these assays?
ARNT TACC3 PPI: -3; Cneo AK release: -2; C2C12 statin: -11; miR-122 sensor: -17[16.7 µM]; esBAF inh: -2

What do the screens show for `COc1ccc(/C=N/NC(=O)C2C3CCCCC32C)cc1OC` (stereo not drawn)?
ARNT TACC3 PPI: 0; SIRT5 block: -3; C2C12 statin: 2; miR-122 sensor: -3; esBAF inh: 6; ERp5 block: 5

How did C[C@@H](C(=O)NCc1ccccc1)N1C(=O)C2CC=CCC2C1=O (stereo partly drawn) do in these assays?
ARNT TACC3 PPI: 11; Cneo AK release: 2; miR-122 sensor: -3

What do the screens show for `N#CC(C#N)=C1c2cc(S(N)(=O)=O)ccc2-c2ccc(S(N)(=O)=O)cc21`?
ARNT TACC3 PPI: -11; SIRT5 block: -2; Cneo AK release: -2; C2C12 statin: -3; miR-122 sensor: -5; esBAF inh: -3; ERp5 block: 5
